Screening results deposited in PubChem by National Center for Advancing Translational Sciences (NCATS).
KB-V1 cytotox: KB-V1 MDR subline cytotoxicity; Potency, µM (highest dose often 46.1 µM), for inactives: at the top dose activity change, negative = cytotoxicity, usual class: cytotoxic; 400,000 compounds, 3.4% hits; KB-V1 MDR cells viability, CellTiter-Glo, 72 h; further: potency means the concentration at half of the fitted maximal effect; on the % scale 0 is the no-effect control and ±100 the full control effect; nearly all actives have a fitted effect of over 60% in size
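Cytotoxicity toward P-gp-expressing KB-V1 cells was determined as loss of CellTiter-Glo luminescence after 72 h at 37 degrees C. Compounds were tested in quantitative HTS format across a concentration range, with curves fitted to normalized data.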
KB-3-1 tox: kills parental KB-3-1 adenocarcinoma cells; KB-3-1 viability, CellTiter-Glo ATP luminescence, 72 h; Potency, µM (doses to about 46.1 µM), inactives show top-dose activity change, negative = cytotoxic, most hits filed as cytotoxic; 400,000 compounds, 1.4% hits; further: potency means the concentration at half of the fitted maximal effect; on the % scale 0 is the no-effect control and ±100 the full control effect; nearly all actives have a fitted effect of over 60% in size
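Parental KB-3-1 adenocarcinoma cells in phenol-red-free DMEM with 10% FBS were pin-treated with compounds at several concentrations, incubated 72 h at 37 °C, and viability read by CellTiter-Glo luminescence; concentration-effect curves were fitted after normalization.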
WRN helicase inh: inhibitors of human WRN helicase. Q14191. WRN helicase unwinding, fluorescent forked duplex, kinetic. Potency, µM (top dose mostly 114 µM), for inactives: at the highest dose activity change, negative = inhibition, most hits filed as inhibitors. 360,000 compounds, 0.46% hits; further: potency means the concentration at half of the fitted maximal effect; on the % scale 0 is the no-effect control and ±100 the full control effect; nearly all actives have a fitted effect of over 55% in size
Target sequence (Q14191 whole entry, looked up): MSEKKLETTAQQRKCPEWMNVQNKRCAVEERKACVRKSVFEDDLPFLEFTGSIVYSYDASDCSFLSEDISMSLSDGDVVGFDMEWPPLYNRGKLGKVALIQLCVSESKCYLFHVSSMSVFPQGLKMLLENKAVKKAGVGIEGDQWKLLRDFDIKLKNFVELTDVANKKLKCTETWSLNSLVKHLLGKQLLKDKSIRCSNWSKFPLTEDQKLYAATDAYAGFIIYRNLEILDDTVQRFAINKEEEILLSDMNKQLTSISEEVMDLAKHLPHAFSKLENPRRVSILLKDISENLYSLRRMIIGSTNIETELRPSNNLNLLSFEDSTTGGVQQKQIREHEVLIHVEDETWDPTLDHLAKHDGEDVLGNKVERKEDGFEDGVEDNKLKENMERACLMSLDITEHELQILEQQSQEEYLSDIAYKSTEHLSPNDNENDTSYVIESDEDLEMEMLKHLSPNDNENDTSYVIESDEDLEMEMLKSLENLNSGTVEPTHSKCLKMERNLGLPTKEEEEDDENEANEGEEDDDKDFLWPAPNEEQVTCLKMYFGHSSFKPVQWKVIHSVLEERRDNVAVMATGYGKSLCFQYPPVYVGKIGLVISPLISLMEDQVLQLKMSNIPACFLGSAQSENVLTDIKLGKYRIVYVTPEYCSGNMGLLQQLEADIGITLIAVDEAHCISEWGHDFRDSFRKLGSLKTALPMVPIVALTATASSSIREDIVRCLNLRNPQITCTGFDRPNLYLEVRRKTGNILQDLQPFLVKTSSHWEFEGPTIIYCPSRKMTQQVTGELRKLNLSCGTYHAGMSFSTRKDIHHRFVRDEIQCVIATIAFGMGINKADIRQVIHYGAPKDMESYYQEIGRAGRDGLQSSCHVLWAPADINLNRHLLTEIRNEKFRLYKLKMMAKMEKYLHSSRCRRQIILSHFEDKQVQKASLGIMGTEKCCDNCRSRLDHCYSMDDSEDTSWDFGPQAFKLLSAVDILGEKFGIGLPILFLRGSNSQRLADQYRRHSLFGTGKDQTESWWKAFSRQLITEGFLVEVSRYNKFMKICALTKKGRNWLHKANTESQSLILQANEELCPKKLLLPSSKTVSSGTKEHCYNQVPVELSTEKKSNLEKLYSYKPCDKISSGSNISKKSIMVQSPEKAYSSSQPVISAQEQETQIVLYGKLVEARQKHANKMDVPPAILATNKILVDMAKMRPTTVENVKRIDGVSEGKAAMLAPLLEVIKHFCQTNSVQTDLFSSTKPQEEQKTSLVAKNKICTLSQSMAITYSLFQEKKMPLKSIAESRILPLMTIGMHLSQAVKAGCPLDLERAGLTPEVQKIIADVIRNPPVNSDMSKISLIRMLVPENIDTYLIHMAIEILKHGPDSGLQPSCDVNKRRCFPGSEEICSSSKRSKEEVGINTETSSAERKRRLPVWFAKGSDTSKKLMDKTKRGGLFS
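Enzyme (20 nM final) and test compound sit together 15 min at room temperature before substrate addition. Substrate is a single-forked duplex oligonucleotide (100 nM) labelled with fluorophore and quencher, with 2 mM ATP; helicase unwinding raises red fluorescence, read kinetically.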
IL-1B inflam inh: blocks inflammasome-driven IL-1 beta release | 360,000 compounds, 4.7% hits | activity change, % at 57.5 µM | THP-1 LPS/ATP IL-1B secretion, AlphaLISA, 16 h; active compounds read low; in the data active means activity change below about -50%; inconclusive means mostly about -30% to -49%; further: on the % scale 0 is the no-effect control and ±100 the full control effect
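Secreted IL-1B measured by AlphaLISA bead assay after 16 h compound exposure of THP-1 cells; compounds (final up to 57.5 uM) added 1 h before LPS (250 ng/mL) and ATP (1.25 mM) stimulation; lower signal means less secretion.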
SW480 rereplic: induces DNA re-replication in SW480 colon adenocarcinoma cells; AID 624297; 340,000 compounds, 1.8% hits; Potency, µM (series often up to 46.1 µM), without a hit: at the highest dose re-replication activation, hits mostly activators; SW480 DNA re-replication, Hoechst DNA content imaging, 48 h; further: potency means the concentration at half of the fitted maximal effect; % of control where 0% means no effect; nearly all actives have a fitted effect of over 55% in size
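Image-based read-out: total Hoechst fluorescence of nuclei (405 nm excitation, 500-530 nm emission), with hits raising the fraction of high-intensity nuclei. SW480 colon cells incubated 48 hr with compounds at 37 C.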
ATXN2 expr inh: inhibitors of ATXN2 expression; 360,000 compounds, 0.72% hits; Potency, µM (top dose mostly 57 µM), for inactives: top-dose activity change, negative = inhibition, most hits filed as inhibitors; HEK-293 ATXN2-luciferase reporter, luminescence, 24 h; AID 1745845; further: potency means the concentration at half of the fitted maximal effect; on the % scale 0 is the no-effect control and ±100 the full control effect; nearly all actives have a fitted effect of over 55% in size
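ATXN2-luciferase reporter cells (luciferase flanked by upstream and downstream ATXN2 gene portions) were treated 24 h at 37 °C with compounds at up to 57 uM. SteadyGlo luminescence gave expression; GF-AFC fluorescence gave viability.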
HT1080 IDH1KD tx: kills HT-1080 cells with IDH1 knockdown | HT-1080 IDH1 knockdown viability, ATP luminescence, 48 h | Potency, µM (highest dose often 46.1 µM), without a hit: at the highest dose activity, negative = toxicity, hits mostly cytotoxic | 360,000 compounds, 2% hits | AID 686971;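 further: potency means the concentration at half of the fitted maximal effect; 0% = DMSO wells and -100% = cell-free medium wells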
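Luminescent ATP read-out (CellTiter-Glo, 10 min at room temperature) after 48 h compound exposure at 37 °C gave viability of IDH1-knockdown HT-1080 cells. Activity was normalised to DMSO and cell-free wells, then fitted as concentration-response curves.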
HT1080-NT tox: kills 2HG-producing HT-1080-NT fibrosarcoma cells | HT-1080-NT fibrosarcoma viability, CellTiter-Glo ATP luminescence, 48 h | 360,000 compounds, 1.6% hits | Potency, µM (highest dose often 46.1 µM), inactives show at the highest dose activity, negative = less viability, usual class: cytotoxic;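 further: NT is the 2HG producing partner of a matched IDH1 knockdown line; potency means the concentration at half of the fitted maximal effect; 0% = DMSO-treated cells and -100% = media-only wells without cells; nearly all actives have a fitted effect of over 55% in size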
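Viability by CellTiter-Glo luminescence after 48 h compound exposure at 37C of HT-1080-NT cells (750/well, RPMI, 5% FBS). % activity scaled between DMSO wells and medium-only wells, then curve-fitted and categorized by curve class.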
MCF10A rerep: DNA re-replication induction in MCF 10a cells; MCF 10A DNA re-replication, Hoechst nuclear intensity, 48 h; Potency, µM (highest dose often 46.1 µM), for inactives: at the top dose activity, positive = re-replication, most hits filed as activators; 350,000 compounds, 2.9% hits; AID 624296; further: potency means the concentration at half of the fitted maximal effect; % of control where 0% means no effect; nearly all actives have a fitted effect of over 50% in size
* marks the source's active call; other numbers are inactive results; ? = inconclusive; . = no result given; [ ] = remark or other dose. Unless noted, the call rests on the fitted dose curve; in most records, active means well fitted curve in the direction sought with a large enough effect; inconclusive means small, poorly fitted or top-dose-only effect, or another doubt; inactive means no such curve, though single readings can be large; an effect the other way counts as inactive or inconclusive.

SMILES	KB-V1 cytotox	KB-3-1 tox	WRN helicase inh	IL-1B inflam inh	SW480 rereplic	ATXN2 expr inh	HT1080 IDH1KD tx	HT1080-NT tox	MCF10A rerep
CC(=O)N1c2ccc(S(=O)(=O)N3CCC(C(=O)NCc4ccc(N(C)C)cc4)CC3)cc2CC1C (stereo unspecified)	18%	-22%	2%	6	-2%	-12%	0%	0%	9%
O=C(N/N=C1\CCCc2ccccc21)c1cccc(Br)c1	-7%	4%	-3%	-15	-3%	.	-9%	-1%	0%
Cc1cccc2cc3c(nc12)SC(=NCC1CCCO1)N(Cc1ccco1)C3 (stereo unspecified)	0%	-9%	?	-100*	5.8µM*	-19%	10µM*	5.8µM*	?
CSc1nnc(-c2ccncc2)n1CCCN1CCCC1=O	7%	1%	6%	12	-6%	1%	-13%	-1%[9.24 µM]	0%
Cc1ccc(S(=O)(=O)Nc2c(C)n(C)n(-c3ccccc3)c2=O)cc1C(=O)OC(C)C(=O)c1ccccc1 (stereo unspecified)	9%	0%	3%	0	-1%	.	-3%	-1%	5%
CCN(c1ccc(NC(=O)CCc2nc3sc4c(c3c(=O)[nH]2)CCCC4)cc1)C(C)C	-11%	-25%	-1%	21	?	-36%	?	-12%	?
C=C1CCC2[C@](C)(CO[C@@H]3O[C@H](CO)[C@@H](O)[C@H](O)[C@H]3O)CCC[C@@]2(C)[C@@H]1CCC1=CCOC1=O (stereo partly specified)	21%	-4%	-1%	28	-2%	0%	5%	18%	3%
c1ccc(C2=Nc3ccccc3OC2)cc1	5%	-2%	2%	14	-5%	4%	-5%	-3%	2%
O=C(NCc1ccccc1F)Nc1nnc([C@H]2C[C@H](O)[C@@H](CO)O2)s1	-6%	12%	0%[57.1 µM]	4	.	-1%	2%	-28%	.
COc1ccc(C(=O)Nc2cccc(C(=O)Nc3cc(C)ccn3)c2)cc1	-11%	-13%	2%	-2	12%	-10%	5%	1%	1%
CCOc1ccc(NC(=O)c2ccc(NC(=O)c3cn4c5c(c(N6CCN(C)CC6)c(F)cc5c3=O)OCC4C)cc2)cc1 (stereo unspecified)	-5%	?	0%	-12	-433%[inhibitor]	-18%	9%	-9%	4%
COc1ccccc1OCCn1c(SCC(N)=O)nc2ccccc21	-17%	-3%	-9%	19	0%	0%	1%	-4%	-2%
CCCSCC(=O)Nc1ncc2c(n1)-c1ccccc1CC2	0%	13%	-19%	2	-8%	3%	30%	21%	-5%
Cc1cccc(C)c1-n1nnnc1C1(C)CCC(=O)N1Cc1ccc(F)cc1 (stereo unspecified)	?	-20%	-1%	17	.	5%	-16%	-4%	.
CCCC(=O)Nc1ccc2nc(SCC(=O)Nc3nccs3)sc2c1	1%	12%	5%	-21	-3%[9.22 µM]	19%	-3%	2%	16%
O=C1C=C(NCc2ccc3c(c2)OCO3)CC(c2ccccc2)C1 (stereo unspecified)	?	-29%	-9%	2	?	-25%	?	-18%	?
O=C(NCC(O)c1ccc([N+](=O)[O-])cc1)C(c1ccccc1)c1ccccc1 (stereo unspecified)	8%	-18%	5%	-2	9%	-2%	-8%	0%	3%
COc1cccc(OC)c1C(=O)Nc1ccccc1C(=O)N1CCCCCC1	.	.	-11%	1	-8%	6%	10%	-7%	-2%
COc1cccc(C(C(=O)NCc2ccccc2)N2CCN(CCN3CCOCC3)CC2)c1OC (stereo unspecified)	-17%	2%	-7%	0	.	.	17%	-1%	.
O=C(Nc1ccc(Cl)cc1)C1Cc2c(-c3cccc(F)c3)ccnc2O1 (stereo unspecified)	0%	-1%	0%	-64*	.	0%	?	?	.
Cc1ccccc1NC(=O)Cc1nnc(SCc2ccc(Cl)c(Cl)c2)n1C	-21%	0%	12%	-21	13%	-16%	-4%	-21%	-1%
Cc1nn(-c2cc(C(F)(F)F)ccc2Cl)c2nc(C(F)(F)F)[nH]c(=O)c12	?	13%	-2%	14	-1%	-1%	6%	0%	2%
COc1cc(NS(=O)(=O)c2ccc(NC(=O)C3CCCO3)cc2)nc(OC)n1 (stereo unspecified)	1%	18%	6%	25	-3%	-2%	4%	14%	-14%
CCN(/N=C/c1ccc(Cl)cc1)c1cc(=O)n(C)c(=O)[nH]1	0%	-21%	-28%	2	19%	3%	-7%	1%	?
O=C(N/N=C/c1ccc2c(c1)OCO2)c1ccc(Cn2cc([N+](=O)[O-])cn2)o1	?	?	0%	-2	-112%[inhibitor]	10%	7%	-16%	-64%[inhibitor]
[O-]/C(=C(\C(=S)Nc1ccc(SC(F)F)cc1)[n+]1ccccc1)c1cc(Cl)ccc1Cl	?	?	-29%	-24	22%	-35%	-20%	-5%	-10%
Cc1cc(C)cc(OC(C)c2ccnc3nc(/N=C/N(C)C)nn23)c1 (stereo unspecified)	-5%	-2%	6%	-16	-17%	5%	-3%	3%	-2%
Brc1cccc(-c2nnc3sc(CN4CCCCC4)cn23)c1	?	-5%	3%	-2	12%	2%	-17%	-2%	4%
COc1cc(S(=O)(=O)NCc2ccccn2)ccc1Cl	6%	-3%	4%	-19	1%	17%	0%	16%	7%
COc1cc(/C=N/N2CCN(c3ccccc3)CC2)ccc1OC(C)=O	?	4%	-4%	-5	-86%[inhibitor]	-10%	20%	14%	-4%
COc1ccc(NC(=O)CN(Cc2ccccc2)S(C)(=O)=O)cc1OC	-18%	19%	2%	19	4%	1%	17%	10%	7%
CCN(CC)C(=O)CN(C#N)c1nc(NC(C)C)nc(NC(C)C)n1	2%	-1%	11%	-2	-20%	.	0%	4%	4%
COc1ccc(OCC(=O)Nc2cc(S(=O)(=O)N3CCCC3)ccc2OCC(F)(F)F)cc1	-1%	8%	-2%	8	1%	-7%	-28%	-16%	9%
CC(OC(=O)[C@@H](NS(=O)(=O)c1ccccc1)C(C)C)C(=O)c1c(N)n(C)c(=O)n(C)c1=O (stereo partly specified)	16%	2%	1%	17	.	.	4%	13%	.
COc1ccc(Nc2c[nH]c(=O)[nH]c2=O)cc1	9%	14%	-2%	1	0%	6%	12%	0%	0%
CO[C@H]1O[C@H](CBr)[C@@H](OC(=O)c2ccccc2)[C@H](O)[C@H]1O	11%	13%	-26%	24	-7%	-3%	19%	12%	-2%
COc1cccc(N(CC(=O)NC2CCCC2)C(=O)CCCC(=O)Nc2ccccn2)c1	-24%	15%	2%	23	-2%	-14%	7%	4%	-4%
C/C(=N\NC(=O)c1cc2ccccc2cc1O)c1cc2ccccc2o1	?	-2%	?	101	1%	?	?	?	?
CCc1nc(CN2CCN(Cc3ccc(F)c(F)c3)C(CCO)C2)c(C)[nH]1 (stereo unspecified)	11%	?	-1%	-18	-12%	-4%	-3%	-2%	9%
Cc1ccc(NC(=O)c2c(C(F)(F)F)nn(C)c2Cl)cc1C	?	3%	-4%	4	-1%	4%	12%	-1%	5%
CC(=O)N1CCCC(c2cc(C(=O)Nc3ccccc3)no2)C1 (stereo unspecified)	-2%	0%	-3%	2	.	?	-16%	-4%	.
CCOC(=O)CSc1nnc(Cc2ccccc2)n1-c1ccc(C)cc1	20%	10%	7%	15	-3%	3%	-4%	2%	16%
CCN(C(=O)Cn1c(=O)oc2ccccc21)c1ccc(C)c(C)c1	3%	2%	2%	1	-3%	-17%	1%	-1%	12%
NC(=O)CC(NC(=O)Cc1ccc(Br)cc1)c1ccc(NCCN2CCCCC2)c([N+](=O)[O-])c1 (stereo unspecified)	-7%	28%	-4%	0	-2%	9%	15%	7%	-10%
COCCCNC(=O)c1ccc2nc3ccccc3c(=O)n2c1	?	11%	-23%	-13	5%	?	-1%	2%	-2%

Single values from the results shown.
Cc1ccc(NC(=O)c2c(C(F)(F)F)nn(C)c2Cl)cc1C | HT1080-NT tox = -1%
CCN(CC)C(=O)CN(C#N)c1nc(NC(C)C)nc(NC(C)C)n1 | HT1080 IDH1KD tx = 0%
NC(=O)CC(NC(=O)Cc1ccc(Br)cc1)c1ccc(NCCN2CCCCC2)c([N+](=O)[O-])c1 (stereo unspecified) | SW480 rereplic = -2%

Next results follow.
SMILES	KB-V1 cytotox	KB-3-1 tox	WRN helicase inh	IL-1B inflam inh	SW480 rereplic	ATXN2 expr inh	HT1080 IDH1KD tx	HT1080-NT tox	MCF10A rerep
Cc1ccc(N(CC(=O)N/N=C/c2ccco2)S(=O)(=O)c2ccccc2)cc1	-4%	-6%	-16%	-6	6%	7%	3%	-1%	-3%
CCOC(=O)c1c(SCC(=O)Nc2nccs2)nc(C)c(C)c1C	.	.	0%	-7	28%	72%[activator]	-2%	8%	16µM*
Cc1ccc(NC(=O)CC(C)CC(=O)NCc2ccccc2)cc1Cl (stereo unspecified)	-6%	-12%	4%	36	?	-28%	-10%	-5%	1%
COc1cc(-c2c(C#N)c(N)nc(SCc3ccncc3)c2C#N)cc(OC)c1OC	15%	-1%	-8%	?	4%	-16%	?	?	5%
Cc1ccc(S(=O)(=O)NC(=O)Nc2cccc(C)n2)cc1	23%	-2%	8%	20	24%	12%	2%	-9%	2%
O=C(Nc1ccccc1OC(F)F)c1oc2ccccc2c1COc1ccccc1	6%	5%	7%	0	3%	8%	-25%	-12%	2%
COc1ccc2cc(-c3[nH]ncc3CN3CCCN(c4ccccc4)CC3)ccc2c1	?	-23%	-11%	?	?	-23%	?	?	?
O=C(CN(C(=O)Cn1nnc(-c2ccc(F)cc2)n1)C1CCCC1)NC1CCCC1	-5%	-1%	-1%	-10	-2%	2%	-3%	6%	-6%
